HIV Rev-RRE inh = HIV Rev-RRE protein-RNA interaction inhibition | Rev peptide-RRE RNA binding, FRET | AID 704 | 97,000 compounds, 0.79% hits | inhibition, % at 8 µM | P05866;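 active = inhibition above the screen-wide mean plus 3 SD, cut at about 35% in these data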;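 also: 0% = median DMSO wells and 100% = median Neomycin B control wells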
Target sequence (P05866 whole entry, looked up): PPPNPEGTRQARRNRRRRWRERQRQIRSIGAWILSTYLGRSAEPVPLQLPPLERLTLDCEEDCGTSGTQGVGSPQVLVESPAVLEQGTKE
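Assay system: Rev peptide and RRE RNA, both fluorescently labelled; times: 5 min preincubation and 15 min binding, 25 °C; detection: FRET, ex 480 nm, em 540 and 671 nm; read-out basis: % inhibition from 671/540 nm acceptor-to-donor ratio, scaled between controls; benchmarks: DMSO low control, neomycin B high control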
CYP2C9 inh = blocks human cytochrome P450 2C9; P11712; CYP2C9 Supersomes, luciferin-H conversion, luminescence; inhibition, % at 5 µM; 96,000 compounds, 20% hits; AID 777;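 active = blocking of liver enzyme CYP2C9 beyond about 50% at 5 µM, limit read from the data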; also: values of inactives mirror those of a sister screen read the other way
PTPN22 act = LYP (human) phosphatase activation. Q9Y2R2. recombinant LYP, DiFMUP fluorescence; 0 = plate median, 100 = signal doubled. activation, % at 2 µM. 96,000 compounds, 0.11% hits. AID 697;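 active = activation at 2 µM above a set limit, the mean plus 5 SD, cut at about 37% in these data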
LYP inh 2 = LYP (human) phosphatase inhibition; Q9Y2R2; recombinant LYP catalytic domain, DiFMUP fluorescence; inhibition, % at 2 µM; 96,000 compounds, 0.21% hits; AID 640;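 active = inhibition at 2 µM at or above a set limit, the screen mean plus 3 SD, cut at about 24% in these data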;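 also: 0% = DMSO with enzyme and 100% = enzyme fully blocked by orthovanadate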
Plk1 PBD FP = blocks phosphopeptide binding to human Plk1 polo box domain | P53350 | Plk1 PBD phosphopeptide binding, fluorescence polarization | inhibition, %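 (tested at about 20 µM)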 | 97,000 compounds, 0.13% hits; in the data active = inhibition above about 34%, passing the limit was not always enough
CYP2C9 act = CYP2C9 (human) activation; AID 1024; 96,000 compounds, 1.4% hits; recombinant CYP2C9, luciferin-H conversion, luminescence; active compounds read high; factor 1 = untreated enzyme, 0 = blocked; activation factor at 5 µM;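 active = activation factor of 2 or more for CYP2C9 at a 5 µM dose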;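 also: 0 = sulfaphenazole-blocked wells and 1 = vehicle-only wells; values of inactives mirror those of a sister screen read the other way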
EphB4 ephrin blk = EphB4-ephrin-B2 interaction antagonism; P54760; EphB4 LBD / TNYL-RAW-Alexa532 peptide, fluorescence polarization; inhibition, % at 7 µM; 97,000 compounds, 0.15% hits;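 active = inhibition above the screen-wide mean inhibition plus 3 SD, cut at about 15% in these data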;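 also: 0% = DMSO wells and 100% = excess unlabeled TNYL-RAW peptide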
Target sequence (P54760 whole entry, looked up, the tested form may be a part): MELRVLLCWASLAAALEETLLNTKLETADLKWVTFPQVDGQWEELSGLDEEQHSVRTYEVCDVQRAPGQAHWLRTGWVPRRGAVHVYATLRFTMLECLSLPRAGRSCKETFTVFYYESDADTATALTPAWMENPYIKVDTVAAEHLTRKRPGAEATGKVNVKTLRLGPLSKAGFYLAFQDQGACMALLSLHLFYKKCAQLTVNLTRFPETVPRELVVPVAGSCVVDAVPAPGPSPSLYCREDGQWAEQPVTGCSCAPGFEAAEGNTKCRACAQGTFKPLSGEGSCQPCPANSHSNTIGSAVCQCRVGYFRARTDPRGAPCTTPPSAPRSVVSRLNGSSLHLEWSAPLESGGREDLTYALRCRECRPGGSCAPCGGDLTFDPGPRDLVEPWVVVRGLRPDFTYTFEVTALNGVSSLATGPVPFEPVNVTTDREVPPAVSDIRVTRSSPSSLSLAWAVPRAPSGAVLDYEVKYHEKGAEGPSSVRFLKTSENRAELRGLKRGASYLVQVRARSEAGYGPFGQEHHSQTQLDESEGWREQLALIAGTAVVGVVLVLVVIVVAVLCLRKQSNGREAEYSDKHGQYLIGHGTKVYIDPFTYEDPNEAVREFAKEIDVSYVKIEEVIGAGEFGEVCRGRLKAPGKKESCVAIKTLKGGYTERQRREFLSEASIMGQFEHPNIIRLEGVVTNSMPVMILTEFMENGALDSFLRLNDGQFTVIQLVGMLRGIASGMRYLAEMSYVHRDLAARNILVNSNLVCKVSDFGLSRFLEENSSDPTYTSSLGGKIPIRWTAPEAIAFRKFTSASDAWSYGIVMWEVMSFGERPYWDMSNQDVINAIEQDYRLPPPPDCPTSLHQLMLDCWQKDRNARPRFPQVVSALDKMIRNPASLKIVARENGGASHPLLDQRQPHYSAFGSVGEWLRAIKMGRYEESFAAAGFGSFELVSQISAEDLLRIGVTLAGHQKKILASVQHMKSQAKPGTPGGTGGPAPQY
PLK1 inh = blocks human PLK1 kinase activity; recombinant PLK1 kinase, TR-FRET peptide phosphorylation; inhibition, % at 10 µM; 97,000 compounds, 0.53% hits; AID 619;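 active = inhibition of 50% or more in the single-concentration screen; inactive = inhibition below 50%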;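 also: 0% = DMSO max control and 100% = H-89 dihydrochloride min control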
Calb biofilm kill = kills Candida albicans biofilms; inhibition, % at 6 µM; AID 834; C. albicans biofilm + clotrimazole, Alamar Blue; 85,000 compounds, 0.14% hits;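 active = inhibition above 20%; inactive = inhibition below 20%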;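 also: preformed 24 hr biofilms exposed to compound for 48 hr; 0% = biofilm without compound and 100% = blank killed by clotrimazole plus chlorhexidine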
* hit, by the source's call; · = no result given.

The opening 3 entries, ahead of the listing:
SMILES | HIV Rev-RRE inh | CYP2C9 inh | PTPN22 act | LYP inh 2 | Plk1 PBD FP | CYP2C9 act | EphB4 ephrin blk | PLK1 inh | Calb biofilm kill
CC(C)CNC(=S)NNC(=O)c1csc2c1CCCC2 | 1 | -45 | -6 | 9 | 2 | 1.4 | 0 | -3 | ·
CC1=C(C#N)C(=O)OC(C)(C)C1 | 43* | -18 | 0 | -3 | -6 | 1.2 | -1 | -11 | 2
COc1ccc2c(-c3ccccc3)cc3nnnn3c2c1 | 5 | 39 | 0 | -2 | 13 | 0.6 | 3 | 6 | -9

The whole of this part, from the first entry:
SMILES | HIV Rev-RRE inh | CYP2C9 inh | PTPN22 act | LYP inh 2 | Plk1 PBD FP | CYP2C9 act | EphB4 ephrin blk | PLK1 inh | Calb biofilm kill
CC(C)CNC(=S)NNC(=O)c1csc2c1CCCC2 | 1 | -45 | -6 | 9 | 2 | 1.4 | 0 | -3 | ·
CC1=C(C#N)C(=O)OC(C)(C)C1 | 43* | -18 | 0 | -3 | -6 | 1.2 | -1 | -11 | 2
COc1ccc2c(-c3ccccc3)cc3nnnn3c2c1 | 5 | 39 | 0 | -2 | 13 | 0.6 | 3 | 6 | -9
Cc1ccc2nc3c(cc(C(=O)NCC4CCCO4)c(=N)n3CCCOC(C)C)c(=O)n2c1 (stereo not drawn) | 10 | 34 | 8 | -10 | -11 | 0.7 | 9 | -7 | 2
CCOC(=O)C1=C(C)NC2=C(C(=O)C(C(=O)OCC)C(c3ccccc3OC)C2)C1c1ccccn1 (stereo not drawn) | -5 | 49 | 18 | -15 | 2 | 0.5 | -4 | -8 | 5
CCOC(=O)c1ccc(NC(=O)CCOc2ccccc2)cc1 | 6 | 55* | 2 | 1 | 16 | 0.4 | -5 | 1 | 4
CC(=O)Nc1c(O)[nH]c2ccccc12 | 10 | -27 | 14 | -23 | 5 | 1.3 | 0 | -12 | 6
CC(=C/c1ccccc1)/C=N/n1c(-c2ccco2)n[nH]c1=S | 0 | 26 | -17 | 20 | 12 | 0.7 | 4 | -4 | ·
COc1ccc(NC(=O)CSc2nnc(CNC(=O)c3ccco3)n2-c2ccccc2OC)cc1 | 0 | 30 | 5 | -4 | -7 | 0.7 | -10 | -9 | 8
CCSc1nc2cc(OC)c(OC)cc2c(=O)n1CCc1ccccc1 | 5 | 49 | 15 | -12 | 9 | 0.5 | -5 | -7 | 4
Cc1ccc(OCC(=O)OCC(=O)c2c(N)n(C)c(=O)n(C)c2=O)cc1C | 10 | 24 | 8 | -5 | -32 | 0.8 | 4 | 8 | 5
CCOC(=O)C(Cc1ccccc1)NC(=O)CNC(C)=O (stereo not drawn) | 0 | -10 | -3 | 2 | -12 | 1.1 | -2 | 1 | 8
COc1ccc(S(=O)(=O)N2CCC(C(=O)NCC(c3cccs3)N(C)C)CC2)cc1 (stereo not drawn) | 4 | 17 | -4 | 2 | 20 | 0.8 | 3 | 36 | 11
O=[N+]([O-])c1ccccc1/C=C/CN1CCCCC1 | 7 | 7 | 5 | -2 | -37 | 0.9 | 8 | -5 | ·
C=CCc1ccc(OCCOc2cccc3ccc(C)nc23)c(OC)c1 | 9 | -107 | -6 | 6 | -8 | 2.1* | -5 | -7 | ·
O=C(Nc1ccc(S(=O)(=O)N2CCCCC2)cc1)c1cnccn1 | 3 | 23 | -2 | 0 | -19 | 0.8 | 3 | -6 | 6
Cc1csc(SCC(=O)NC(=O)NCc2ccccc2)n1 | 8 | 16 | 1 | -3 | -15 | 0.8 | 10 | -5 | 5
Cc1c(-n2c(=S)[nH]c3ccccc3c2=O)c(=O)n(-c2ccccc2)n1C | 8 | 27 | 10 | -8 | -17 | 0.7 | -5 | 10 | 8
O=C(CSc1nnc(Cc2cccs2)n1C1CCCCC1)N1CCN(C(=O)c2ccco2)CC1 | 7 | 24 | -4 | 4 | -19 | 0.8 | 5 | -11 | 6
CCCCOc1ccc(Br)cc1/C(C)=N/NC1=NCCN1 | -8 | · | 9 | -10 | 4 | · | -8 | -4 | 2
O=C(NCc1ccccc1)c1cccc(OCC(=O)N2CCN(C(=O)c3ccco3)CC2)c1 | 1 | 19 | -9 | 12 | -22 | 0.8 | 3 | -12 | 8
O=C(Nc1ccc(-c2csc(-c3ccccc3)n2)cc1)c1ccccc1 | 9 | 0 | -4 | 6 | 25 | 1 | -3 | -8 | ·
Cc1c(NC(=O)CC(=O)Nc2c(C)n(C)n(-c3ccccc3)c2=O)c(=O)n(-c2ccccc2)n1C | 8 | 5 | -2 | 1 | -10 | 1 | -3 | -4 | 7
O=S(=O)(c1ccccc1)N1N=C(c2cccs2)CC1c1ccc(Br)cc1 (stereo not drawn) | 6 | 52* | -4 | 9 | 9 | 0.5 | 3 | -9 | ·
O=S(=O)(c1ccc(Br)cc1)c1nc(-c2ccccc2)oc1NCc1cccnc1 | 9 | 17 | -4 | 6 | 15 | 0.8 | 3 | -31 | 5
SMILES | HIV Rev-RRE inh | CYP2C9 inh | PTPN22 act | LYP inh 2 | Plk1 PBD FP | CYP2C9 act | EphB4 ephrin blk | PLK1 inh | Calb biofilm kill
COc1cccc(OC)c1-c1nn2c(-c3cc(-c4ccccc4)n[nH]3)nnc2s1 | -269 | 57* | -39 | 38* | 3 | 0.4 | 62* | -12 | ·
Cc1c(/C(O)=C2/C(=O)C(=O)N(Cc3cccnc3)C2c2cccs2)cnn1-c1ccccc1 (stereo not drawn) | -7 | 35 | -2 | -3 | 20 | 0.7 | 5 | -20 | 11
Cc1nc(N2CCN(C(=O)COc3ccccc3)CC2)c2c(C)c(C)sc2n1 | 10 | 93* | -1 | -2 | 8 | 0.1 | -5 | 5 | -3
Cc1cccc(C)c1NC(=O)CSc1nnc(-c2ccoc2C)n1C | 0 | -1 | 6 | -9 | -25 | 1 | 1 | -6 | 7
Cc1ccc(S(=O)(=O)c2c(N)n(NC(=O)c3ccco3)c3nc4ccccc4nc23)cc1 | 9 | 8 | -4 | 3 | -24 | 0.9 | 10 | -4 | 9
CCCCOc1ccccc1C1NC(=O)NC(C)=C1C(=O)OCCOCC (stereo not drawn) | 0 | 75* | 4 | -3 | -12 | 0.3 | 3 | 5 | 9
CCCOc1ccc(C2=NNC(c3cccs3)=Nc3ccc(OC)cc32)cc1 | 15 | · | 10 | -11 | 2 | · | -1 | -11 | 4
CCOC(=O)c1cnn(-c2ccccc2)c1-n1cccc1C(=O)C(=O)Nc1ccc(OC)cc1 | 1 | 80* | 6 | -3 | -21 | 0.2 | -3 | -2 | ·
Cc1cccc(NC(=O)c2cc(NC(=O)C3CCCCC3C(=O)O)ccc2Cl)n1 (stereo not drawn) | 1 | -12 | 4 | -10 | -7 | 1.1 | 4 | -7 | 1
O=C(c1cccc(F)c1)N1CCCC(C(=O)N2CCCC2)C1 (stereo not drawn) | 4 | -5 | -2 | 2 | 1 | 1.1 | -2 | 6 | 7
Cc1ccc2c(C)nc(Nc3ncc4c(n3)CCCC4=O)nc2c1 | 6 | · | -9 | 7 | 0 | · | 5 | -7 | 3
CN(C)S(=O)(=O)c1cccc(C(=O)NCc2cccs2)c1 | 8 | 60* | 3 | -3 | -6 | 0.4 | 3 | -9 | 6
CCCCn1cc(SCC(=O)O)c2ccccc21 | 1 | 33 | 4 | -8 | 10 | 0.7 | -3 | -10 | -4
CCOC(=O)c1cccc(NC(=O)COc2ccc([N+](=O)[O-])cc2)c1 | 12 | 77* | -12 | 9 | 4 | 0.2 | 5 | -9 | ·
COc1ccc(-c2nnc3n2N=C(C)CS3)cc1 | 5 | 3 | 5 | -8 | 22 | 1 | -5 | -6 | 6
CCOc1ccc2nc(NC(=O)c3cnccn3)sc2c1 | 7 | -10 | -2 | 0 | 3 | 1.1 | -2 | -13 | 1
Cc1ccccc1OCCNc1cc(N2CCCCC2)ccc1[N+](=O)[O-] | 13 | 95* | -13 | 17 | 6 | 0.1 | 1 | -7 | ·
O=C(COC(=O)CNC(=O)C12CC3CC(CC(C3)C1)C2)Nc1ccccc1 | 6 | 3 | 3 | -2 | -8 | 1 | -3 | -11 | ·
CCCc1nc2c(=O)[nH]c3ccccc3c2o1 | 3 | 0 | 1 | -2 | -31 | 1 | -5 | -12 | 7
CCCc1nnc(NC(=O)CCN2C(=O)c3ccccc3C2=O)s1 | -3 | 14 | -1 | 0 | 0 | 0.9 | -7 | -6 | 6
COc1ccc(NC(=O)CN2C(=O)c3cccc4cccc2c34)cc1OC | 3 | 1 | -8 | 6 | -15 | 1 | 0 | -3 | 6
CCN(CC)S(=O)(=O)c1cccc(-c2nnc(SCc3nnc(-c4ccccc4)o3)n2C)c1 | 8 | 55* | -1 | 3 | 12 | 0.5 | 1 | -8 | 9
CCCCOc1ccc(OCCCC)c2c1NC1(N2)C(=O)N(C(C)=O)c2ccccc21 | 8 | 24 | -8 | 6 | -21 | 0.8 | -3 | -14 | 6
Cc1ccc(N(CC(=O)NCc2ccc(F)cc2)S(=O)(=O)c2cccs2)cc1 | 15 | 63* | -5 | 8 | 23 | 0.4 | 4 | 1 | -1
CN1CCN(S(=O)C23CC4CC(CC(C4)C2)C3)CC1 (stereo not drawn) | 5 | · | 0 | 2 | -7 | · | -6 | -16 | 6
SMILES | HIV Rev-RRE inh | CYP2C9 inh | PTPN22 act | LYP inh 2 | Plk1 PBD FP | CYP2C9 act | EphB4 ephrin blk | PLK1 inh | Calb biofilm kill
CC(=O)c1cnc(Nc2nc(C)c3cc(C)c(C)cc3n2)nc1C | 2 | -8 | 2 | 1 | 11 | 1.1 | -2 | -19 | 3
CCOC(=O)c1cccc(NC(=O)N[C@@H](C)C(=O)OC)c1 | 10 | 6 | 7 | -8 | -5 | 0.9 | 4 | -9 | 7
O=C(NCc1ccco1)C1CCCN1S(=O)(=O)c1ccc2ccccc2c1 (stereo not drawn) | 2 | -80 | -1 | 2 | -8 | 1.8 | 3 | -4 | 4
O=C(COc1ccc2c3c(c(=O)oc2c1)CCC3)c1ccc2c(c1)OCO2 | -3 | 82* | -3 | 3 | 9 | 0.2 | 1 | -87 | 7
COc1ccccc1N1CCN(C(=O)c2c(C)cc(=O)oc2C)CC1 | 3 | -5 | -2 | -1 | 1 | 1.1 | -8 | 4 | 6
Cc1cccc(N2C(=O)CC(N3CCN(Cc4ccc(Cl)cc4)CC3)C2=O)c1 (stereo not drawn) | 8 | -1 | 6 | -10 | -8 | 1 | -4 | -8 | 4
O=C(CCCOc1ccccc1)N1CCc2ccccc2C1 | 7 | 50 | -3 | 6 | 3 | 0.5 | 2 | -2 | 2
CCSc1oc(-c2ccccc2)nc1S(=O)(=O)c1ccccc1 | 12 | -82 | -23 | 22 | -22 | 1.8 | 0 | -1 | 6
COc1ccc(-c2cn3c(n2)CCC3)cc1 | 9 | 0 | 9 | -9 | 27 | 1 | -5 | -1 | 8
CCCCC(=Nc1ccc(N)cc1)C1=C(O)C(C(=O)OC)C(C)(C)CC1=O (stereo not drawn) | 9 | 51* | -7 | 10 | 11 | 0.5 | 7 | -11 | ·
Cc1ccc(C(=O)Cn2c(C)cc(C)c(C#N)c2=O)cc1 | 4 | 25 | -1 | 0 | -21 | 0.7 | -6 | -7 | 1
CC(C)CCNC(=O)C(c1ccco1)N(Cc1ccc(F)cc1)C(=O)c1snc(C(N)=O)c1N (stereo not drawn) | 0 | 44 | -10 | 10 | -20 | 0.6 | 3 | -13 | 9
Cc1ccc(S(=O)(=O)N(C)c2ccc(C(=O)N3CCN(Cc4ccc5c(c4)OCO5)CC3)cc2)cc1 | 4 | 54* | -5 | 8 | -11 | 0.5 | 5 | -3 | 5
CCc1cc2c(Sc3nc4ccccc4s3)ncnc2s1 | 9 | 11 | 2 | 2 | 13 | 0.9 | 4 | -12 | ·
COc1cccc(C(=O)CSc2nc3cccnc3n2C)c1 | 5 | · | -14 | 14 | -28 | · | 0 | -6 | 2

Assay outcomes as filed in PubChem BioAssay.
